B2AR arrestin = qHTS assay of beta-arrestin-biased ligands of beta2-adrenergic receptor; Beta-2 adrenergic receptor (Homo sapiens), P07550; beta-arrestin recruitment to beta2AR, cell-based reporter; Potency, µM (doses to about 46.1 µM), without a hit: at the highest dose activation, actives largely listed as activators; 330,000 compounds, 0.02% hits;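 further: potency means the concentration at half of the fitted maximal effect; 0% = DMSO controls and full agonism = EC100 isoproterenol or metaproterenol; nearly all actives have a fitted effect of over 65% in size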
Coupling enz = qHTS Assay for Inhibitors of Fructose-1,6-bisphosphate Aldolase from Giardia Lamblia: Coupling assay counterscreen; coupling enzyme system counterscreen, AmpLite Red fluorescence; activity change, negative = inhibition, % at 58.2 µM, hits read low; 290,000 compounds, 0.67% hits; AID 2472, 2010; in the data active means activity change below about -30%; further: on the % scale 0 is the no-effect control and ±100 the full control effect
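Final compound at 57.5 uM, incubated 10 min at RT with coupling enzyme reagent (glyceraldehyde-3-phosphate), then 20 min with substrate and AmpLite Red detection. Fluorescence read at 525/598 nm; tests interference with the coupling assay, not aldolase inhibition.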
PKM2 activator = qHTS Assay for Activators of Human Muscle isoform 2 Pyruvate Kinase | purified PKM2, Kinase-Glo ATP luminescence, activation; response scale: 0% is enzyme alone, no compound | Potency, µM (doses to about 57.5 µM), inactives show at the highest dose activation, hits mostly activators | 260,000 compounds, 0.34% hits | AID 1631, 2009; further: potency means the concentration at half of the fitted maximal effect; on the % scale 0 is the no-effect control and ±100 the full control effect; nearly all actives have a fitted effect of over 55% in size
Target sequence (P14618 whole entry, looked up, canonical isoform): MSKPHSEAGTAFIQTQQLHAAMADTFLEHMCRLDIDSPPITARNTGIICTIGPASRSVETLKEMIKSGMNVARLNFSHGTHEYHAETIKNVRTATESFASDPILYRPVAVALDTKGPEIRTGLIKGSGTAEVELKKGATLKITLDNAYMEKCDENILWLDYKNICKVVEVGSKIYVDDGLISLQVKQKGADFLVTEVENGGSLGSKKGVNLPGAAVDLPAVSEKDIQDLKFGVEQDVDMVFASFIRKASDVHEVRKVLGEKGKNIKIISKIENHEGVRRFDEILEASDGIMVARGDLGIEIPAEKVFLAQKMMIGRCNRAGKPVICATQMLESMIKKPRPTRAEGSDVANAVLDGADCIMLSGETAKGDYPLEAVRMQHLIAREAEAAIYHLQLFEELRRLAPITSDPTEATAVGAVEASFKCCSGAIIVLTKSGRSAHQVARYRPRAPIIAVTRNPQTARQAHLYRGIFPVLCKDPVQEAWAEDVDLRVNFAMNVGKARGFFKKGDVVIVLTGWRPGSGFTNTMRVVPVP
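ATP formation by purified human PK-M2, quantified via coupled luciferase luminescence after 1 h at room temperature with 0.1 mM ADP and 0.5 mM PEP final.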
Chronic BCR inh = qHTS Assay to Find Inhibitors of Chronic Active B-Cell Receptor Signaling; ABC-DLBCL IkBa-CBG/CBR reporter, luminescence ratio, 4 h; Potency, µM (highest dose often 46.1 µM), for inactives: at the top dose ratio change, negative = lower green/red ratio, actives largely listed as inhibitors; 340,000 compounds, 0.05% hits; AID 493014, 2011; active means well fitted inhibition curve with a large enough effect in the signal ratio, with a control signal flat, not every such curve was filed as active; inconclusive means small, poorly fitted or top-dose-only effect, or effect the other way, or a change in a side signal; the % refers to the signal ratio;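 further: potency means the concentration at half of the fitted maximal effect; plate controls were basal doxycycline-induced cells for no effect and cells given 10 µM MG132 for full effect; MG132 reads +100%, hits lower the ratio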
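Concentration-response series (up to 46 uM) were applied to TMD8 dual-reporter cells for 4 h at 37C with doxycycline. Green/red ratio, after filter-overlap correction, defined %Activity; red signal alone was normalised to basal cells and zero luminescence.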
Tb PFK block = qHTS Assay to Find Inhibitors of T. brucei phosphofructokinase | Potency, µM (highest dose often 57.5 µM), for the others: top-dose activity, negative = inhibition, usual class: inhibitors | T. brucei PFK, ADP-Glo luminescence | AID 485367, 2010 | ATP-dependent 6-phosphofructokinase (Trypanosoma brucei brucei), O15648 | 330,000 compounds, 0.17% hits;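 further: potency means the concentration at half of the fitted maximal effect; 0% = uninhibited 1x PFK enzyme wells and -100% = no-enzyme wells; nearly all actives have a fitted effect of over 60% in size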
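Compounds were pin-transferred as a titration series up to 57 uM into substrate buffer (0.5 mM F6P, 0.1 mM ATP, pH 8.0), then 1.25 nM PFK was added and reactions ran 45 min before ADP-Glo detection.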
a7 integrin act = qHTS for Activators of Integrin-Mediated Alleviation for Muscular Dystrophy; alpha7betagal myoblasts, beta-gal FDG fluorescence, 48 h; Potency, µM (top dose mostly 38.3 µM), inactives show top-dose activation, actives largely listed as activators; 350,000 compounds, 0.064% hits; AID 624291, 2012;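 further: potency means the concentration at half of the fitted maximal effect; 100% = response of the positive control SU9516; nearly all actives have a fitted effect of over 60% in size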
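Alpha7betagal+/- myoblasts (passage 13) were plated 16-24 hr, then exposed to compounds (1:260 dilution of DMSO stock) for 48 hours at 37C. After MPER lysis, β-galactosidase reporter activity was read as FDG fluorescence (ex 480/em 540) after 30 minutes.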
Menin-MLL TR inh = qHTS Assay for Inhibitors Targeting the Menin-MLL Interaction in MLL Related Leukemias: Competition With Texas Red Labeled MLL-derived Mutant Peptide; 270,000 compounds, 0.23% hits; O00255; Menin + Texas Red MLL mutant peptide, fluorescence polarization; Potency, µM (top dose mostly 61.6 µM), for the others: top-dose FP activity change, negative = inhibition, hits mostly inhibitors; active means well fitted inhibition curve with a large enough effect in the polarisation, with a control signal flat, not every such curve was filed as active; inconclusive means small, poorly fitted or top-dose-only effect, or effect the other way, or a change in a side signal; inactive means no such curve, though single readings can be large or run the other way; the % refers to the polarisation; further: potency means the concentration at half of the fitted maximal effect; % of control where 0% means no effect; many of its hits are not listed in these tables
Target sequence (O00255 whole entry, looked up): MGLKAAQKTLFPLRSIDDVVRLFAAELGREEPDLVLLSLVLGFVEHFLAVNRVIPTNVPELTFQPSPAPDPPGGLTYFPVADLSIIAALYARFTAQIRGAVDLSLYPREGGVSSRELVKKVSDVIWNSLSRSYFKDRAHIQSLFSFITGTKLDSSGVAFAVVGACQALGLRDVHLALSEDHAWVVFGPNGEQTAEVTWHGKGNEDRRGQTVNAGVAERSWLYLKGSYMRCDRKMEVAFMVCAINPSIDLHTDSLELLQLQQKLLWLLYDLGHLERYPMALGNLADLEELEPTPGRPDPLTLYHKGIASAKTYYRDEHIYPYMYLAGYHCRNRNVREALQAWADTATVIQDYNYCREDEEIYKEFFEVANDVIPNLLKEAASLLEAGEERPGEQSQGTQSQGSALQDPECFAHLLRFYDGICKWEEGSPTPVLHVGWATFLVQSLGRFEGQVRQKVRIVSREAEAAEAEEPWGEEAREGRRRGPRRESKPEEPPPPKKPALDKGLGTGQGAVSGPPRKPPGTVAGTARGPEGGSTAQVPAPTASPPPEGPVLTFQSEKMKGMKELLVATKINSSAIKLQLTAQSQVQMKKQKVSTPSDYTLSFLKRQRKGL
S-ASM inh = Inhibitors of Secretory Acid Sphingomyelinase (S-ASM): qHTS; Sphingomyelin phosphodiesterase (Homo sapiens), P17405; placental ASM, HMU-PC fluorogenic substrate, 60 min; Potency, µM (doses to about 57.5 µM), inactives show at the top dose activity change, negative = inhibition, hits mostly inhibitors; 340,000 compounds, 0.006% hits; AID 504937, 2011; further: potency means the concentration at half of the fitted maximal effect
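qHTS format. ASM enzyme prepared from human placenta hydrolyses the fluorogenic substrate HMU-PC0 (9 uM final) over 60 min at 37 °C after a 10 min compound preincubation.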
GALK inhibitor = qHTS Assay for Inhibitors of Human Galactokinase (GALK). P51570. Purified GALK, Kinase-Glo residual ATP luminescence. Potency, µM (highest dose often 57.5 µM), for the others: at the highest dose activity change, negative = inhibition, usual class: inhibitors. 270,000 compounds, 0.007% hits. AID 1868, 2009; further: potency means the concentration at half of the fitted maximal effect; on the % scale 0 is the no-effect control and ±100 the full control effect
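Compounds were pin-transferred into ATP buffer (35 uM final), then GALK plus galactose (5 nM, 100 uM final) was added. After 1 h at room temperature, Kinase-Glo Plus was added and luminescence read after 10 min.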
TSG101-PTAP inh = qHTS Assay for Iinhibitors of HIV-1 Budding by Blocking the Interaction of PTAP/TSG101 | 340,000 tested, under 10 active | Potency, µM (series often up to 115 µM), without a hit: at the highest dose activity change, negative = inhibition, most hits filed as inhibitors | Tumor susceptibility gene 101 protein (Homo sapiens), Q99816 | Fluorescence polarization, FITC-PTAP peptide / Tsg101 binding; active means well fitted inhibition curve with a large enough effect in the main read-out, with a control signal flat, not every such curve was filed as active; inconclusive means small, poorly fitted or top-dose-only effect, or effect the other way, or a change in a side signal; inactive means no such curve, though single readings can be large or run the other way; further: potency means the concentration at half of the fitted maximal effect; % of control where 0% means no effect
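Compounds were pin-transferred onto Tsg101 binding domain (10 uM final) in HEPES pH 7.5 buffer, then FITC-PTAP peptide was added at 50 nM final. After 20 min at RT, polarization reported peptide displacement across a qHTS concentration series.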
Giardia killer = Small Molecules that selectively kill Giardia lamblia: qHTS. Giardia lamblia trophozoite viability. 340,000 compounds, 0.15% hits. activity change, % at 7.66 µM, hits read low; in the data active means activity change below about -80%; inconclusive means between about -30% and that limit;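 further: parasites exposed to compound for two days anaerobically before the ATP read; on the % scale 0 is the no-effect control and ±100 the full control effect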
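Killing of trophozoites was scored by loss of ATP luminescence after a 48 hrs anaerobic exposure to compounds at 37 deg C, using 100 cells per well.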
* = called active by the depositor; ? = inconclusive; nt = not tested or not shown; [ ] = another dose, or the depositor's remark. Unless noted, the call rests on the fitted dose curve; in most records, active means well fitted curve in the direction sought with a large enough effect; inconclusive means small, poorly fitted or top-dose-only effect, or another doubt; inactive means no such curve, though single readings can be large; an effect the other way counts as inactive or inconclusive. Some of the compounds tested, so the mix of outcomes need not match the whole.

SMILES	B2AR arrestin	Coupling enz	PKM2 activator	Chronic BCR inh	Tb PFK block	a7 integrin act	Menin-MLL TR inh	S-ASM inh	GALK inhibitor	TSG101-PTAP inh	Giardia killer
COc1ccccc1CNc1ncnc2cc(Cl)ccc12	0.3%	0	1%	?	3%	11%	-1%	10%	0%	0%	-2
CCOC(=O)CSc1nc(C)nc2c1sc1nc(C)c(C(C)=O)c(-c3ccc(OC)cc3)c12	-2.1%	0	-1%	0%	-1%	14%	7%	1%	2%	-1%	18
Cc1ccccc1NC(=O)c1ccc2nccnc2c1	-0.5%	1	nt	?	-1%	3%	?	-2%	5%	0%	-4
COc1ccc(CCC(=O)N2CCN(c3ccc(OC)cc3)CC2)cc1	4.4%	-3	2%	1%	1%	5%	-1%	-3%	0%	-6%	-11
O=C(COc1ccccc1O)c1cccs1	0.0%	3	0%	2%	1%	3%	-10%	-1%	1%	-7%	5
CC(C)[C@H](NC(=O)NCc1cccs1)C(=O)O	-0.9%	2	0%	2%	1%	8%	3%	1%	4%	-8%	26
CCCCN(C)C(=O)CCC(=O)Nc1ccc2nc(N3CCOCC3)cc(C)c2c1	-1.9%	-8	15%	-15%	-1%	1%	?	402%[activator]	0%	-3%	16
CCn1cc(C(=O)OCC(=O)Nc2cccc(C)c2)c(=O)c2ccc(C)nc21	0.8%	0	-1%	6%	0%	-10%	-9%	-2%	-3%	-6%	0
CCC(C)NC(=O)CS(=O)Cc1nc(-c2ccccc2C)oc1C (stereo not drawn)	0.3%	0	4%	-6%	4%	8%	1%[11.7 µM]	2%	1%	-2%	-7
O=C(CSC1c2ccccc2C(=O)N1c1ccccc1)N1CCOCC1 (stereo not drawn)	2.7%	1	2%	-13%	-1%	10%	-1%	-4%	-1%	3%	-3
CN(CCC1CCCCO1)C(=O)CCc1nnc(CCc2ccccc2)o1 (stereo not drawn)	-0.2%	nt	3%	?	-1%	8%	nt	3%	4%	1%	-23
CCc1ccc(OCCCCCn2ccnc2)cc1	-1.1%	-1	4%	7%	1%	-39%	0%	-1%	0%	0%	1
N#CC(C#N)=NNc1ccc([N+](=O)[O-])cc1	-0.1%	13	-11%	24%	0%	-25%	nt	-20%	nt	9%	8
COc1ccc2oc3cc(C)[n+]([O-])c(-c4ccc(C)cc4)c3c2c1	0.1%	-4	-5%	-5%	3%	-15%	2%	-1%	3%	-1%	5
Cc1cc(C(=O)N/N=C/c2ccc(-c3cccc([N+](=O)[O-])c3)o2)n[nH]1	0.0%	-3	1%	1%	-1%	31%	?	-1%	-1%	-6%	3
COc1ccc(N2C(=O)C(F)(F)C2c2cccc(F)c2)cc1 (stereo not drawn)	0.1%	1	-4%	-1%	0%	?	14%	-2%	6%	-1%	7
Cc1ccccc1OCc1nnc(SCC(=O)Nc2ccc3nc(SCC(=O)Nc4ccccc4)sc3c2)n1C	0.2%	2	7%	-4%	0%	12%	5%	1%	nt	5%	-22
COCCCNc1nc2c(c(=O)[nH]c(=O)n2C)n1CCCc1ccccc1	0.4%	-1	-1%	1%	-1%	-7%	7%	-1%	4%	-7%	3
COC(=O)CSc1c(-c2ccccc2)c2cc(Cl)ccc2[nH]c1=O	-0.2%	-12	1%	1%	-4%	-21%	6%	-10%	-2%	-5%	10
O=C(O)c1ccccc1-c1ccccc1C(=O)Nc1cccc(-c2nc3ccccc3o2)c1	0.3%	11	4%	?	1%	?	?	3%	5%	-4%	-9
CC(C)CCc1noc(CN2CCC(CCN3CCCC3=O)CC2)n1	-0.8%	2	2%	?	8%	-1%	-12%	-1%	-1%	-1%	-2
NNC(=O)c1cn2ccccc2n1	0.0%	-2	-7%	?	0%	19%	16%	1%	0%	-3%	0
O=c1cc(NCC2CCCO2)[nH]c(=O)n1-c1ccc(Cl)cc1 (stereo not drawn)	0.3%	2	2%	0%	0%	3%	-10%	6%	-1%	-4%	3
CCCS(=O)(=O)N1CCC(C(=O)N2CCOCC2)CC1	-3.7%	1	-15%	-1%	6%	33%	25%	-1%	-1%	-6%	6
NS(=O)(=O)c1ccc(CCNCC(=O)NCc2ccccc2Cl)cc1	-0.3%	1	nt	-7%	-2%	35%	-19%	-7%	-1%	-4%	-4
CC(C)NC(=O)c1noc2cc([N+](=O)[O-])ccc12	-0.2%	-1	1%	2%	-4%	5%	nt	-1%	-2%	1%	0
Cc1nc(NC(=O)c2ccc(Br)o2)sc1C	0.1%	-2	-26%	?	-1%	0%	3%	1%	0%	0%	4
O=C(/C=C/c1ccc(OC(F)F)cc1)OCC(=O)N1CCC(c2ccccc2)=N1	-0.2%	nt	nt	2%	-5%	-18%	nt	-13%	nt	-5%	-3
COc1ccc(NC(=O)COC(=O)CN2C(=O)NC(C)(C)C2=O)cc1	-1.4%	nt	nt	0%	-2%	-6%	nt	6%	nt	-8%	-7
Cc1c(C(c2ccccc2)c2c(C)n(C)n(-c3ccccc3)c2=O)c(=O)n(-c2ccccc2)n1C	-0.9%	-1	-2%[11.5 µM]	2%	-9%	-21%	-7%	4%	1%	-8%	13
Nc1nnnn1/N=C\c1ccc(Cl)c([N+](=O)[O-])c1	0.2%	2	-6%	23%	-5%	-42%	nt	-3%	-4%	-1%	-11
Cc1ccc2nc(-c3ccc(NC(=O)CN(c4ccccc4C)S(C)(=O)=O)cc3)sc2c1	3.7%	5	0%	?	2%	-30%	-18%	131%[activator]	-2%	-1%	-19
COc1ccc(OCCn2cncn2)cc1	-1.1%	0	1%	-1%	-7%	41%	7%	0%	-1%	-5%	0
COc1ccc(N(CC(=O)N2CCOCC2)S(C)(=O)=O)cc1OC	0.1%	-1	2%	3%	-9%	1%	2%	9%	0%	-6%	-5
N#Cc1ccc(NC(=O)COC(=O)c2ccc(F)c(S(=O)(=O)N3CCOCC3)c2)cc1	0.2%	nt	nt	-8%	1%	-13%	nt	0%	nt	-1%	0
O=C(NCc1cnc2ccccn12)C1CCC(=O)N(Cc2ccccc2F)C1 (stereo not drawn)	-0.2%	nt	1%	4%	1%	12%	nt	1%	-11%	nt	-22
O=C(NN=C1CCCC1)c1ccc(Br)cc1	-0.7%	-3	1%	?	-2%	3%	-13%	1%	nt	-1%	-11
Cc1oc2ccc(O)c(CN3CCOCC3)c2c1C(=O)c1ccc(Cl)cc1	-0.2%	-40*	10%	6%	0%	-2%	?	0%	0%	-7%	-4
Cc1cccc(NC(=O)CSc2nnnn2C)n1	-1.3%	4	-2%	-1%	0%	2%	-1%	0%	2%	0%	1
O=C(COc1ccccc1)N/N=C/c1ccc(O[C@@H]2O[C@H](CO)[C@@H](O)[C@H](O)[C@H]2O)cc1	-0.4%	4	-1%	-3%	3%	16%	-5%	1%	-3%	-5%	11
CCOC(=O)C1CCCN(S(=O)(=O)c2cccc3nsnc23)C1 (stereo not drawn)	0.0%	-1	nt	-2%	-3%	13%	-16%	-3%	0%	-2%	22
Cc1ccsc1CNn1cnnc1SCc1ccccc1F	-0.5%	-3	2%	13%	-1%	-20%	-25%	2%	1%	-8%	-13
CC(=O)Nc1ccc(NC(=O)CSc2nnc3ccc(-c4ccccn4)nn23)cc1	0.0%	nt	nt	?	0%	-5%	nt	1%	nt	-21%	-1
Cn1c2ccccc2c2nnc(SC3CCOC3=O)nc21 (stereo not drawn)	0.0%	-2	14µM*	0%	-3%	-4%	-14%	-1%	-2%	-3%	-9
CC(=O)Nc1ccc(/C=C/C(=O)c2ccc3c(c2)OCCO3)cc1	2.5%	0	12%	?	0%	-35%[inhibitor]	50%[activator]	102%[activator]	4%	-1%	2
O=C(NCc1ccccc1)c1ccc(S(=O)(=O)NCc2ccco2)cc1	0.3%	2	1%	-1%	-6%	3%	0%	-3%	13%	-6%	7
CC[C@@H]1C/C=C\Cc2ccccc2[C@@H](C(=O)C[C@@H](O)CC(C)=O)OC1=O	-0.8%	nt	nt	9%	-9%	-2%	nt	0%	nt	-2%	-9

Bioassay records: PubChem, National Center for Advancing Translational Sciences (NCATS)
